Redox H2O2 prof: compounds producing H2O2 with reducing agent – biochemical, NIH compound library profiling, artefact control for MLSCN library redox annotation, primary screen. DTT-dependent redox cycling H2O2, phenol red/HRP absorbance; 100% = 100 µM peroxide control, 0% = buffer. activation, % at 10 µM. 0.03% of 200,000 active. AID 878, 2007;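 active = activation of at least 50% relative to the plate's high and low controls in the primary single-dose screen; inactive = activation below 50%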;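 also: compound incubated with DTT at 0.8 mM final as the reducing agent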
Efa HMGR inh: inhibitors of E. faecalis class II HMGR, primary screen, biochemical, Enterococcus faecalis; HMG-CoA reductase (Enterococcus faecalis, mvaE); purified E. faecalis HMGR, NADPH absorbance 340 nm kinetic; inhibition, % at 10 µM; 0.41% of 190,000 active;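 active = inhibition above a set limit, the median over all tested compounds plus 3 SD, cut at about 9.5% in these data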;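 also: enzyme runs in reverse so mevalonate oxidation gives rising NADPH absorbance; 0% = complete reaction with DMSO and 100% = background rate lacking mevalonate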
STAT1 activator: STAT1 signaling activators, primary screen, cell-based, HTS, luciferase reporter; AID 932, 2007; NIH 3T3 STAT1-luciferase reporter, IFN-gamma, luminescence; 100% = IFN-gamma alone, no compound; activation (% of control), % at 5.5 µM; 2.6% of 200,000 active;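 active = activation above the screen-wide mean activation plus 3 SD, cut at about 130% in these data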;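 also: raw ratio to IFN-gamma control signal so 100% means no change and 0% no light; values of inactives mirror those of a sister screen read the other way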
STAT3 activator: IL-6 driven STAT3 reporter potentiators, primary screen, U3A cells, luciferase, luminescence, MLSCN library. activation (% of control), % at 5.6 µM. 0.91% of 190,000 active. IL-6 STAT3-luciferase reporter; 100% = signal with IL-6 EC80 alone;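 active = activation above the screen-wide mean of compound activation plus 3 SD, cut at about 130% in these data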;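 also: 0% = background luminescence of wells with medium and substrate only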
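Test system: Human STAT1-deficient U3A cells with stable STAT3-luciferase reporter | Also added: Interleukin-6, 33 ng/mL | Timing: Compound pre-incubation 1 h before IL-6, then 6 h stimulation at 37 °C | Technique: Luciferase reporter luminescence | Read-out: Percent of IL-6-only median luminescence | Benchmarks: IL-6-only wells as 100% reference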
STAT3 inh: IL-6 driven STAT3 reporter inhibitors, primary screen, U3A cells, luciferase, luminescence, MLSCN library; IL-6 STAT3-luciferase reporter; host cell line lacks STAT1; inhibition, % at 5.5 µM; 0.89% of 190,000 active;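 active = inhibition above the mean inhibition across all screened compounds plus 3 SD, cut at about 44% in these data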;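 also: 0% = DMSO only wells and 100% = 100 µM nifuroxazide control wells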
TLR4 MyD88 comp: inhibitors of TLR4-MyD88 association in cells, primary screen, cell-based, HeLa CL3-4, BLA complementation, FRET ratio | AID 861, 2007 | inhibition, % at 8.4 µM | Toll-like receptor 4 (Homo sapiens) + Myeloid differentiation primary response protein … | HeLa CL3-4 TLR4/MyD88 BLA complementation | 0.18% of 200,000 active; in the data active = inhibition above about 25%;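 also: 0% = vehicle and 100% = reference inhibitor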
Target sequence (O00206 whole entry, looked up): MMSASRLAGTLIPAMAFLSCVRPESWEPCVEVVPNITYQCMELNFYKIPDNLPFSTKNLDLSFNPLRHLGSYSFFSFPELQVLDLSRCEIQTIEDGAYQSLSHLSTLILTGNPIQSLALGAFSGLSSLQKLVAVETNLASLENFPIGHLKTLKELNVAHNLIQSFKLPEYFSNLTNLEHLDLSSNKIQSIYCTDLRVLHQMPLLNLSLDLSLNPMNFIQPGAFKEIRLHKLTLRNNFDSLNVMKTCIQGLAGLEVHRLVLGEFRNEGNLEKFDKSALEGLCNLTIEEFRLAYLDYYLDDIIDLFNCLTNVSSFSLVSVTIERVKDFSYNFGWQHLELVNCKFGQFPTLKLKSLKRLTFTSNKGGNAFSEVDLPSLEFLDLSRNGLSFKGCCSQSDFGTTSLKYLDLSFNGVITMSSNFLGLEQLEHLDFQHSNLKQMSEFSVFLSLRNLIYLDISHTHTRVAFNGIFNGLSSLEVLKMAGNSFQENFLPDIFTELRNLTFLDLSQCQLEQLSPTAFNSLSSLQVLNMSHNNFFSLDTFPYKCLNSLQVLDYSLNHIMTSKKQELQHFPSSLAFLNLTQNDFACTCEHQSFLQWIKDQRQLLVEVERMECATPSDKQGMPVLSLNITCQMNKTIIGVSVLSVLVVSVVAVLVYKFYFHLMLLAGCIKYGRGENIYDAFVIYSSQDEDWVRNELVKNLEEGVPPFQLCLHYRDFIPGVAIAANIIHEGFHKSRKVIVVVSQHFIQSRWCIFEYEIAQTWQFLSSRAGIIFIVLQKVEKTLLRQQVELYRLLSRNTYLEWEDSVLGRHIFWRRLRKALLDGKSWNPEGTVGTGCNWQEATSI
Target sequence (Q99836 whole entry, looked up): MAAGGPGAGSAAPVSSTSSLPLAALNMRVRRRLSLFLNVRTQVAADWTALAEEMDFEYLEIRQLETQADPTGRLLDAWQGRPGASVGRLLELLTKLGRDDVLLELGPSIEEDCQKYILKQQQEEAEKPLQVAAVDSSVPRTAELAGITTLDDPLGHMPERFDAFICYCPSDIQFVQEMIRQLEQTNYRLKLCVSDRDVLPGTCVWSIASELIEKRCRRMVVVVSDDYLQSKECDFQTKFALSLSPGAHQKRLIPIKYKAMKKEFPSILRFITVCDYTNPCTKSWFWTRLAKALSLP
APP 5'UTR act: activators of APP 5'UTR luciferase reporter, primary screen, SH-SY5Y cells | SH-SY5Y APP 5'UTR luciferase reporter, luminescence; zero percent = DMSO vehicle wells | activation, % at 2 µM | 1% of 190,000 active | AID 1276, 2008;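 active = activation above a set limit, based on mean plus 3 SD of controls, cut at about 140% in these data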; also: values of inactives mirror those of a sister screen read the other way
NF-kB expr up: activators of NF-kB expression in neurons, primary screen, cell-based, HTS; human neuronal cells, NF-kB reporter expression; stronger effect = higher value; fold change at 12.5 µM; 1.6% of 190,000 active; AID 1239, 2008; in the data active = fold change above about 3.3
STAT1 inh: STAT1 signaling inhibitors, primary screen, cell-based, HTS, luciferase reporter. NIH 3T3 STAT1-luciferase reporter, IFN-gamma, luminescence. inhibition, % at 5.5 µM. 0.35% of 200,000 active. AID 920, 2007;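 active = inhibition above a set limit, the mean inhibition across all tested compounds plus 3 SD, cut at about 34% in these data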;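 also: 0% = IFN-gamma with DMSO and 100% = IFN-gamma with 300 µM nifuroxazide; values of inactives mirror those of a sister screen read the other way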
Hsp70 activator: Hsp70 transcriptional activators, primary screen, cell-based, HeLa, Hsp70 promoter luciferase, luminescence, 10 µM; HeLa Hsp70 promoter luciferase reporter; scaled: vehicle 0, proteasome-inhibitor control 100%; activation, % at 10 µM; 0.04% of 200,000 active;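 active = activation above the mean across all tested compounds plus 3 SD, cutoff set per campaign, cut at about 5.5% in these data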;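 also: 100% = MG132 at 30 µM as the positive control and 0% = DMSO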
* hit, by the source's call; nt = no result given.

SMILES	Redox H2O2 prof	Efa HMGR inh	STAT1 activator	STAT3 activator	STAT3 inh	TLR4 MyD88 comp	APP 5'UTR act	NF-kB expr up	STAT1 inh	Hsp70 activator
Cc1ccccc1N=C1NC(=O)/C(=C/c2cccn2-c2cccc(C(=O)O)c2)S1	-1.4	-4	103	104	6	-20	5	1.1	-5	-0.1
Cc1cc(F)ccc1S(=O)(=O)Nc1ncnc2sc3c(c12)CCC3	-0.8	-2	96	93	10	1	-2	0.81	3	-0.2
Cc1cc(NC(=O)CSc2nnc(NC(=O)C3CC(=O)N(c4ccccc4)C3)s2)no1 (stereo not drawn)	-0.3	-9	101	92	11	-3	-10	1.2	-1	-0.5
CC1CCN(S(=O)(=O)c2cccc(C(=O)Nc3nccs3)c2)CC1	2.1	-2	94	92	14	-12	5	0.74	6	-0.1
O=C(CCS(=O)(=O)c1cccc2nsnc12)N1CCN(c2ccccc2F)CC1	0.2	-5	106	100	6	5	5	1	-7	-0.3
Cc1ccc(S(=O)(=O)N(CC(=O)N2CCc3ccccc3C2)c2ccc(Cl)c(Cl)c2)cc1	2.4	-2	102	107	-4	0	-15	0.73	-3	-0.4
O=c1nc2n(c3c4c(sc13)CCC4)CCC2	0.6	-5	102	93	13	13	-1	1.3	-3	0.1
CC1(C)C(=O)C2(CCCCC2)C(=O)OC1C(=O)c1ccccc1 (stereo not drawn)	-0.1	-2	97	100	1	-12	-4	0.97	2	-0.2
COC(=O)c1cc(OC)c(OC)cc1NC(=S)N1CCN(c2ccccc2)CC1	-0.3	3	99	101	6	8	-8	0.94	1	-0.3
O=C(CN1CCCc2ccccc21)N/N=C/c1c(O)ccc2ccccc12	0.0	-2	105	89	16	4	4	1.1	-5	-0.2
N#Cc1c2n(c(=S)n(-c3ccccc3)c1=O)CCCCC2	0.3	-5	98	100	2	-11	3	1	1	-0.1
N#C/C(=C\c1ccncc1)c1nc2ccccc2[nH]1	-1.4	-1	115	83	21	-13	93	0.64	-16	0.4
Cc1cccc(C(=O)NC(NC(=S)Nc2ccc(S(N)(=O)=O)cc2)C(Cl)(Cl)Cl)c1 (stereo not drawn)	0.3	0	98	106	-10	-6	12	1.1	3	-0.1
Cc1cc(C)n(-c2ccc(C(=O)Nc3nc4ccccc4s3)cc2)n1	9.2	-7	174*	100	6	-8	109	3.9*	-80	-0.1
COCCCN=Cc1c(C)[nH]n(-c2ccc(Br)cc2Br)c1=O	-0.4	-1	102	96	15	-10	4	0.81	-3	-0.1

Taken from above:
Result for `O=C(CN1CCCc2ccccc21)N/N=C/c1c(O)ccc2ccccc12` under Hsp70 activator: -0.2
Result for `Cc1cc(C)n(-c2ccc(C(=O)Nc3nc4ccccc4s3)cc2)n1` under NF-kB expr up: 3.9*

Next section:
SMILES	Redox H2O2 prof	Efa HMGR inh	STAT1 activator	STAT3 activator	STAT3 inh	TLR4 MyD88 comp	APP 5'UTR act	NF-kB expr up	STAT1 inh	Hsp70 activator
O=C(CSc1ncn[nH]1)Nc1ccc(S(=O)(=O)Nc2ncccn2)cc1	-0.3	-3	102	104	4	-7	-9	1.1	-5	0.1
CCOC(=O)N1CCOCCOCCN(C(=O)OCC)CCOCC1	2.8	1	102	93	12	1	-8	1.2	-2	-0.2
CCN(C1CCCCC1)S(=O)(=O)c1ccc(OC)c(C)c1	0.9	-1	93	99	4	13	-6	0.84	9	0.5
CN(C(=O)CO/N=C/c1ccc(OC(F)F)cc1)C1CCS(=O)(=O)C1 (stereo not drawn)	-1.1	4	97	105	-2	8	2	1.2	1	-0.2
COc1ccc(C(C#N)c2ccc(Cl)nn2)cc1 (stereo not drawn)	-0.1	9	96	100	8	-3	0	1.2	4	0.1
C=CCNC(=O)NC(=O)COC(=O)/C(C#N)=C/c1cc(C)n(CC(C)C)c1C	0.0	-7	104	112	-15	-7	11	1.1	-7	-0.2
COc1cc(C(=O)N2CCN(c3ccc([N+](=O)[O-])cc3)CC2)ccc1OCc1c(C)noc1C	-0.3	1	98	75	35	-4	-18	0.91	2	-0.4
O=C1c2oc3ccccc3c(=O)c2C(c2cccnc2)N1Cc1ccco1 (stereo not drawn)	3.2	0	96	104	-1	3	18	0.91	4	0.1
CC(=O)Oc1ccc(N(C(C)=O)S(=O)(=O)c2ccc(C)c([N+](=O)[O-])c2)cc1	0.2	-6	89	95	4	7	-17	0.95	12	-0.5
CC(=O)N(C)c1ccc(NC(=O)Nc2ccc(C)cc2)cc1	-0.1	-1	127	92	10	4	45	1.8	-29	0.1
COc1ccc(CNC(=O)c2cc(-n3cnnc3)ccc2Cl)cc1	0.8	-4	100	106	-4	12	-7	1.3	0	-0.4
COc1cccc(N(C(=O)C2COc3ccccc3O2)C(C(=O)NC2CCCCC2)c2ccc(O)cc2)c1 (stereo not drawn)	0.6	-4	110	105	-9	7	-1	0.57	-11	0.0
CCOC(=O)CN1CCC(c2ccccc2)CC1	-2.7	-4	107	107	-1	1	-8	0.94	-9	0.2
O=C(COC(=O)COc1ccc(Cl)cc1)NCc1cccs1	-0.1	-4	101	106	-10	9	-9	1.2	1	-0.3
Cc1cc(NCCc2ccccc2F)n2ncnc2n1	-0.1	-2	103	85	19	0	-18	1.1	-5	-0.4
COCc1cc(Sc2ccc(Cl)cc2)nc(C)n1	-0.2	-2	99	108	-3	1	-2	0.94	-1	-0.1
O=C(CN1CCN(c2ccccc2)CC1)Nc1c(C(=O)C2CC2)oc2ccccc12	1.7	-11	98	97	7	-2	6	1.1	2	-0.4
C=CCn1c(SC)nnc1C1COc2ccccc2O1 (stereo not drawn)	-1.1	-7	94	92	10	-6	-11	1.4	7	-0.4
CC(=O)Oc1ccccc1C1C[C@]2(C)CC(=O)NC2N1C(C)=O (stereo partly drawn)	-1.5	0	104	98	8	-7	-11	1.4	-7	-0.2
O=C(CSc1cn(CCNC(=O)c2ccccc2)c2ccccc12)NCc1ccco1	-1.1	2	97	105	4	-2	nt	0.63	3	-0.2
CCOc1ccc(C(=O)Nc2cccc(C)n2)cc1	-0.7	-7	112	56	57*	-6	144*	4.6*	-13	0.0
CCNC(=S)N1CCC(C(O)(c2ccccc2)c2ccccc2)CC1	-0.9	4	89	94	14	-5	14	0.89	11	-0.1
Cc1nc2cc(C(F)(F)F)ccc2n1C1CCN(C(=O)N2CCOCC2)CC1	2.6	-4	104	103	3	-5	13	1.2	-4	-0.1
COc1cc(NC(=O)c2cccs2)c(OC)cc1NC(=O)CCC(=O)Nc1ccc2ncccc2c1	-1.0	0	104	89	16	-13	-11	0.49	-5	-0.1
C=CCN(c1cccc(C(F)(F)F)c1)S(=O)(=O)c1cccc(C(=O)OCC(=O)NC(N)=O)c1	-0.2	3	97	98	6	6	3	0.89	3	0.0
COCCn1c(N2CCN(c3ccc(OC)cc3)CC2)nc2c1c(=O)n(C)c(=O)n2C	0.0	1	85	108	-4	-14	11	0.66	16	-0.2
COc1ccc(C(=O)COC(=O)CCN=C2NS(=O)(=O)c3ccccc32)cc1OC	1.9	4	94	105	3	-1	4	0.95	7	0.4
O=C1c2[nH]nc(-c3ccccc3O)c2C(c2cccc(Cl)c2)N1Cc1ccco1 (stereo not drawn)	-0.1	2	97	97	11	-1	0	0.82	3	-0.3
COc1ccc(/C=N/NC(=O)CN(Cc2ccccc2)S(=O)(=O)c2ccc3c(c2)OCCO3)cc1	-0.6	-3	102	103	-4	2	-11	0.89	-2	0.0
Cc1cccnc1NC(=O)Nc1cccs1	0.1	-1	98	93	6	6	16	1.5	2	1.1
Cc1cc(C)c(NC(=O)CN2C(=O)NC(CCc3ccccc3)C2=O)c(C)c1 (stereo not drawn)	-0.1	2	109	98	11	-8	22	0.78	-10	-0.2
COc1cccc(/C=C2\SC(=S)N(c3cccnc3)C2=O)c1OC	0.2	0	102	105	-4	8	17	1.4	-4	-0.1
CC(=O)N1CCc2cc(S(=O)(=O)NC(CC(C)C)C(=O)Nc3ccc4c(c3)OCCO4)ccc21 (stereo not drawn)	-3.2	-1	102	82	27	5	1	0.89	-1	-0.2
Cc1ccc(NC(=O)c2c3c(nc4ccccc24)CCC3)cc1	0.3	-6	93	101	0	8	-10	1.1	6	-0.4
CC(=O)Oc1c(S(=O)(=O)c2ccc(C)cc2)c(C)nn1C(C)(C)C	2.2	-1	101	121	-22	-1	16	0.86	-1	-0.6
COCCCNC(=O)Cn1nnc(-c2ccc(NC(=O)c3cccnc3)cc2)n1	-0.6	-2	113	102	0	0	8	0.84	-15	0.3
CCCn1nnc(NC(=O)c2ccc(Br)o2)n1	0.0	-4	103	110	-11	-7	14	1.3	-8	-0.3
CC(c1ccon1)N(C)Cc1cn[nH]c1-c1ccc(-c2ccccc2)cc1 (stereo not drawn)	-1.1	0	118	100	5	-14	-9	1.3	-22	0.1

Entries above with two or more sulfur atoms (7):
SMILES	Redox H2O2 prof	Efa HMGR inh	STAT1 activator	STAT3 activator	STAT3 inh	TLR4 MyD88 comp	APP 5'UTR act	NF-kB expr up	STAT1 inh	Hsp70 activator
Cc1cc(F)ccc1S(=O)(=O)Nc1ncnc2sc3c(c12)CCC3	-0.8	-2	96	93	10	1	-2	0.81	3	-0.2
Cc1cc(NC(=O)CSc2nnc(NC(=O)C3CC(=O)N(c4ccccc4)C3)s2)no1 (stereo not drawn)	-0.3	-9	101	92	11	-3	-10	1.2	-1	-0.5
CC1CCN(S(=O)(=O)c2cccc(C(=O)Nc3nccs3)c2)CC1	2.1	-2	94	92	14	-12	5	0.74	6	-0.1
O=C(CCS(=O)(=O)c1cccc2nsnc12)N1CCN(c2ccccc2F)CC1	0.2	-5	106	100	6	5	5	1	-7	-0.3
Cc1cccc(C(=O)NC(NC(=S)Nc2ccc(S(N)(=O)=O)cc2)C(Cl)(Cl)Cl)c1 (stereo not drawn)	0.3	0	98	106	-10	-6	12	1.1	3	-0.1
O=C(CSc1ncn[nH]1)Nc1ccc(S(=O)(=O)Nc2ncccn2)cc1	-0.3	-3	102	104	4	-7	-9	1.1	-5	0.1
COc1cccc(/C=C2\SC(=S)N(c3cccnc3)C2=O)c1OC	0.2	0	102	105	-4	8	17	1.4	-4	-0.1

Compounds as they come. About 5.6% of those tested had a hit in this group.
